# Integrin act MD = activates integrin-mediated alleviation for muscular dystrophy | alpha7betagal myoblasts, beta-gal FDG fluorescence, 48 h | Potency, µM (highest dose often 38.3 µM), without a hit: at the top dose activation, actives largely listed as activators | hit rate 0.064% among 350,000 | AID 624291; active = well fitted activation curve with a large enough effect;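 note: 100% = response of the positive control SU9516; nearly all actives have a fitted effect of over 60% in size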
#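 Alpha7betagal+/- myoblasts (passage 13) were plated 16-24 hr, then exposed to compounds (1:260 dilution of DMSO stock) for 48 hours at 37C. After MPER lysis, β-galactosidase reporter activity was read as FDG fluorescence (ex 480/em 540) after 30 minutes.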
# Starred values were filed as active, the others as inactive; [ ] = remark or other dose. Potency is the fitted concentration of half-maximal effect.
molecule	Integrin act MD
COc1ccc(S(=O)(=O)N(C)C[C@@H]2OCCCC[C@@H](C)Oc3ccc(NS(=O)(=O)c4cccs4)cc3C(=O)N([C@H](C)CO)C[C@@H]2C)cc1	-16.7%
CC(C)(C)c1ccc(C(=O)C2CC2)cc1	-1.2%
CCOc1cc(N2CCOCC2)c(OCC)cc1NS(=O)(=O)c1ccc2c(c1)CC(=O)N2	-5.5%
COCC1CCCCN1C(=O)c1cc(COc2ccc(C)c(C)c2)on1 (centres undefined)	3.9%
COc1ccc(CN2CCC[C@]3(N[C@H](c4ccc(C(F)(F)F)cc4)[C@@H]4C(=O)N(C)C(=O)[C@@H]43)C2=O)cc1	-3.0%
CCN(CC)C(=O)C1=C(C)N(CCCOC)C(=O)C(CC(=O)NCCCCc2ccccc2)C1 (centres undefined)	16.4%
C#CCN(C[C@@H]1[C@@H](OC(=O)NCc2ccccc2)[C@@H](OC(=O)NCc2ccccc2)CN(C(=O)OC(C)C)N1C(=O)OC(C)C)S(=O)(=O)c1ccc(C)cc1	-23.7%
Cc1cc(=O)n(Cc2ccco2)c(=S)[nH]1	-7.3%
CCOC(=O)c1ccc(S(=O)(=O)N2CCC(N3CCCCCC3)CC2)cc1	-13.1%
O=C(COC(=O)c1ccc(F)c(S(=O)(=O)N2CCOCC2)c1)Nc1ccc(Cl)cn1	22.7%
C[C@H](CO)N1C[C@H](C)[C@H](CN(C)S(=O)(=O)c2cccc(C#N)c2)OCc2cnnn2CCCC1=O	-22.6%
COc1cccc(-c2ccc3c(c2)C2CC3CCN2C(=O)c2ccc(-c3ccccc3)cc2)c1 (centres undefined)	1.8%
COc1ncnc2c1ncn2CCCN(CCCc1ccccc1)CCCn1cnc2c(OC)ncnc21	-10.1%
Cc1noc(C)c1NC(=O)N(C)C[C@H]1OCc2cnnn2CCCC(=O)N([C@H](C)CO)C[C@@H]1C	21.4%
Cc1noc(C)c1NC(=O)N(C)C[C@H]1OCCCC[C@@H](C)Oc2ccc(NC(=O)Nc3ccc(F)cc3)cc2C(=O)N([C@@H](C)CO)C[C@H]1C	8.7%
CC(=O)Nc1nnc([N+](=O)[O-])s1	-22.5%
CN1CCN(c2ccc3sc(-n4ccc5ccccc54)nc3c2)CC1	-7.7%
O=S(=O)(c1ccc(F)cc1)c1nc(-c2ccco2)oc1NCCCn1ccnc1	4.4%
C(=Cc1nc2ccccc2o1)c1ccc2c(c1)OCO2	4.7%
C[C@@H]1CN([C@@H](C)CO)S(=O)(=O)c2ccc(C#Cc3cccc(F)c3)cc2O[C@H]1CN(C)S(=O)(=O)c1cn(C)cn1	3.3%
CN(Cc1c(F)cccc1Cl)C(=O)COC(=O)Cn1cnc2ccccc2c1=O	17.8%
Nc1c(OS(=O)(=O)c2ccccc2)cccc1OS(=O)(=O)c1ccccc1	6.8%
C[C@@H]1CN([C@@H](C)CO)C(=O)CCCn2nncc2CO[C@H]1CN(C)C(=O)c1ccc2ccn(C)c2c1	-6.8%
Cn1ncc2c1NC(c1ccc(F)cc1)SCC2=O (centres undefined)	-6.1%
C[C@H](O)[C@@H]1CN2CCc3c([nH]c4ccccc34)[C@@H]2C[C@@H]1N(C)C(=O)Nc1cc(Cl)cc(Cl)c1	-22.8%
CC(Oc1ccc(Cl)cc1)C(=O)Nc1cccc(S(=O)(=O)N2CCCC2)c1 (centres undefined)	1.2%
C[C@H](NC(=O)c1[nH]cnc1C(=O)N[C@@H](C)CO)c1ccccc1	12.4%
Cc1ccc(OCCC(=O)OCC(=O)NC2CCCCC2)cc1	6.0%
O=C(Nc1ccccc1F)c1nc[nH]c1C(=O)NCc1ccccc1	-19.8%
C[C@H]1CN([C@@H](C)CO)C(=O)CCCn2cc(nn2)CO[C@@H]1CN(C)S(=O)(=O)c1ccc(Oc2ccccc2)nc1	14.1%
Cc1csc(CN(C)C(=O)CC2C(=O)NCCN2Cc2ccccc2C)n1 (centres undefined)	23.7%
COc1ccc(CSC(=S)NNc2ccccc2)cc1	-42.9%
COc1ccc(NC(=O)CSc2nc3ccsc3c(=O)n2CCC(=O)O)cc1	-10.8%
CN1CCN(c2nc3cc(N4CCOCC4)ccc3s2)CC1	25.1%
O=C(c1ccc(CS(=O)Cc2cccc(Cl)c2)o1)N1CCN(c2ccc(F)cc2)CC1 (centres undefined)	-2.3%
CC(=O)c1ccc(NS(=O)(=O)c2cccc3cccnc23)cc1	11.9%
CCOC(=O)c1cc2c(OC)c(OC)ccc2c2[nH]cc(C#N)c(=O)c12	4.8%
O=C(CCl)N1c2ccccc2Sc2ccc3ccccc3c21	-47.3%
CC(=O)N1CCN(S(=O)(=O)c2cccc(C(=O)OCC(=O)NCc3ccccc3Cl)c2)CC1	14.7%
CC(C)CC1C(=O)N(Cc2cn(Cc3ccco3)nn2)CCS(=O)(=O)N1Cc1ccc(-c2ccc(F)cc2)cc1 (centres undefined)	-60.7%[inhibitor]
CC(C)N1CCN(c2ccncc2S(=O)(=O)N2CCN(C)CC2)CC1	-10.6%
CCn1c(SCC(=O)NC2CCCC2)nc2c(c1=O)SCC2	-8.7%
CCCc1c(C(=O)N/N=C/C=C/c2ccccc2)nnn1-c1nonc1N	4.7%
COc1ccccc1N1CCN(S(=O)(=O)CCNC(=O)COc2ccccc2)CC1	14.5%
C[C@@H]1CN([C@H](C)CO)C(=O)CCCn2nncc2CO[C@H]1CN(C)Cc1ccc2c(c1)OCO2	-5.2%

# 3 compounds out of the list above, ordered by their value in Integrin act MD, high to low.
smiles,Integrin act MD
CC(=O)N1CCN(S(=O)(=O)c2cccc(C(=O)OCC(=O)NCc3ccccc3Cl)c2)CC1,14.7%
CCCc1c(C(=O)N/N=C/C=C/c2ccccc2)nnn1-c1nonc1N,4.7%
CC(C)N1CCN(c2ccncc2S(=O)(=O)N2CCN(C)CC2)CC1,-10.6%

# Continued.
molecule	Integrin act MD
O=[N+]([O-])c1ccc(S(=O)(=O)NCC(c2ccc3c(c2)OCO3)N2CCOCC2)cc1 (centres undefined)	12.1%
CC(OC(=O)c1nc(Cl)ccc1Cl)C(=O)NCc1ccccc1 (centres undefined)	-9.4%
C[C@@H]1CN([C@H](C)CO)C(=O)c2cc(C#CC(C)(C)O)cnc2O[C@@H]1CN(C)C(=O)C1CC1	11.6%
CCC1(CC)NC(=O)N(CC(=O)OC(C)C(=O)Nc2ccc(S(N)(=O)=O)cc2)C1=O (centres undefined)	4.4%
COc1ccc2c(C)cc(=O)sc2c1	24.9%
Nc1ccn([C@@H]2O[C@H](CNCc3ccc(C#CCCO)cc3)[C@@H](O)[C@H]2O)c(=O)n1	0.9%
Cc1ccccc1C1(O)c2ccccc2-c2ccccc21	-29.6%
CCCCN1C(=O)C(CC(=O)NCc2ccco2)CC(C(=O)N(CC)CC)=C1C (centres undefined)	-8.8%
CN(Cc1ccccn1)C(=O)c1cc(COc2ccc(F)c(F)c2)on1	7.4%
CN1OC[C@@H]2CN[C@H](c3ccc(-c4cccc(F)c4)cc3)C[C@@H]21	-16.3%
CCOc1ccc(OCC(=O)Nc2cc(Cl)ccc2-n2cncn2)cc1	19.0%
C[C@@H]1CCCCO[C@H](CN(C)C(=O)c2ccncc2)[C@H](C)CN([C@@H](C)CO)C(=O)c2cc(NC(=O)c3ccccc3)ccc2O1	15.3%
Cc1ccc(OCC(=O)NNC(=O)c2cc(S(=O)(=O)N(C)C)ccc2N2CCCC2)cc1	0.6%
Cc1ccccc1NC(=O)c1cc(S(=O)(=O)N2CCCCC2)ccc1N1CCOCC1	-30.1%
CC1=C(C(=O)N2CCOCC2)CC(CC(=O)NCc2ccco2)C(=O)N1Cc1ccc(F)cc1 (centres undefined)	9.2%
COc1cc(N)c2ncccc2c1SC	1.9%
COc1ccccc1N1CCN(S(=O)(=O)CCNC(=O)/C=C/c2ccc3c(c2)OCO3)CC1	0.2%
N#CCCN(C(=O)Nc1ccc(Cl)c(Cl)c1)C1CCCCC1	27.3%
COCCCC1CCN(C(=O)C2CCC(=O)N(CCCc3ccccc3)C2)CC1 (centres undefined)	11.1%
CCCCCCn1c(=O)n2n(c1=O)C[C@]1(OC(=O)NC3CC3)CN(S(=O)(=O)c3ccc(C)cc3)C[C@]1(O)C2	26.5%
O=C(O)C1c2ccccc2Cc2ccccc21	3.9%
O=C(NCCCN1CCCC1=O)C(=O)NCC1OCCN1S(=O)(=O)c1cc(F)ccc1F (centres undefined)	-24.2%
CCOc1ccc(NC(=O)CN(C)C(=O)CCc2nc3ccccc3c(=O)[nH]2)cc1OCC	-3.5%
CC(NC(=O)c1cc(COc2ccc(-n3cncn3)cc2)on1)c1ccc(F)cc1 (centres undefined)	8.2%
CNC(=O)C[C@H]1C(=O)N(c2ccccc2)C[C@@H]1CSC	-0.3%
O=C(NNC(=O)c1cccs1)c1ccccn1	-17.1%
COc1ccccc1N1CCN(C2CCCN(C(=O)c3cc(C(C)C)on3)C2)CC1 (centres undefined)	7.7%
CCCCN1C[C@H](c2ccc(OC)cc2)[C@@H](CC(=O)Nc2ccc(Br)cc2)C1=O	5.0%
O=C(CSc1nccn1Cc1ccc(F)cc1)NC1CCCCC1	2.9%
CCN(CC(=O)Nc1ccccc1C(F)(F)F)CC(=O)c1[nH]c(C)c(C(C)=O)c1C	-0.4%
C[C@@H]1CCCCO[C@@H](CN(C)S(C)(=O)=O)[C@@H](C)CN([C@H](C)CO)C(=O)c2cc(N(C)C)ccc2O1	8.7%
Cc1cccc(NS(=O)(=O)c2ccc(S(=O)(=O)N3CCCC3)cc2)c1	-9.1%
Cc1nc(N)sc1-c1csc(Nc2cc(N(C)C)ccc2Cl)n1	7.4%
O=c1[nH]nc(Sc2ccccc2)c(=S)[nH]1	17.2%
CCCN(C)C[C@@H]1Oc2ncc(Br)cc2C(=O)N([C@@H](C)CO)C[C@H]1C	-3.6%
O=c1[nH]c2cccc(Cl)c2c2ccccc12	24.4%
N#CC1c2ccccc2-c2ccccc2N1C(=O)c1ccccc1 (centres undefined)	-43.5%[inhibitor]
O=Nc1c(-c2ccccc2)n(O)[n+]([O-])c1-c1ccccc1	-15.4%
COc1ccc(C2C3=C(CCCC3=O)N(CC(=O)O)C3=C2C(=O)CCC3)cc1Br	1.6%
Cc1cccc(C(=O)Nc2ccc(NC(=O)c3cccc(C)c3)cc2)c1	10.0%
Nc1ccc(Nc2ccncc2)cc1	5.0%
CC(C)CCN1CCC[C@]2(N[C@H](c3ccc(C(F)(F)F)cc3)[C@@H]3C(=O)N(Cc4ccccc4)C(=O)[C@@H]32)C1=O	-4.1%
Cc1ccc(C)c(NC(=O)CN(C)C(=O)c2ccc(COc3ccccc3)cc2)c1	-10.9%
O=C(O)CC1(C(=O)O)CC2C=CC1C2 (centres undefined)	0.0%
C[C@@H]1CN([C@@H](C)CO)C(=O)CCCn2cc(nn2)CO[C@H]1CN(C)S(=O)(=O)c1ccc2c(c1)OCCCO2	-17.6%
CCN(CC)Cc1nc2nc(Cl)c(Cl)nc2[nH]1	0.7%
O=C(NN=Cc1ccc2c(c1)CCC2)c1ccccc1[N+](=O)[O-]	-24.5%
CC(C)c1ccc(CN2CCC(n3nccc3NC(=O)C3CCCC3)CC2)cc1	10.7%
COc1ccc(CN(C)CCCn2ccc(N)nc2=O)cc1OC	0.8%
Cc1ccc(Nc2n[nH]c(=S)s2)c(C)c1	9.1%
COc1ccc(-c2cncnc2N)cc1OC	8.1%
Cc1nc(SCC(=O)N2CCNC2=O)c(C#N)c(C)c1C	-5.9%
Cc1cc(C)c2c(=O)n3c(nc2c1)C(Cc1ccc(O)cc1)NC(=O)c1cc2ccccc2cc1-3 (centres undefined)	-48.5%[inhibitor]
CC1(CN2CCCC2)CCC(NC(=O)C(c2ccccc2)c2ccccc2)C(C)(C)O1 (centres undefined)	-31.3%
COc1ccc(CN2C(=O)C(CC(=O)NC3CC3)CC(C(=O)N(C)C)=C2C)cc1 (centres undefined)	18.0%
C[C@@H]1CN([C@@H](C)CO)S(=O)(=O)c2ccc(Br)cc2O[C@H]1CN(C)C(=O)c1ccc2c(c1)OCO2	-10.1%
Cc1noc(C)c1S(=O)(=O)N(C)C[C@H]1OCCCC[C@H](C)Oc2ccc(NC(=O)CCCN(C)C)cc2C(=O)N([C@H](C)CO)C[C@@H]1C	10.9%
C[C@H]1CN([C@@H](C)CO)S(=O)(=O)c2ccc(C#Cc3ccccn3)cc2O[C@@H]1CN(C)C(=O)C1CC1	23.6%
COC(=O)c1ccccc1S(=O)(=O)N1CCC(C(=O)NCc2ccccn2)CC1	-2.5%
O=C(Nc1ccc(Br)cc1F)c1nc[nH]c1C(=O)N1CCc2ccccc2C1	-10.1%

# New compounds follow.
molecule	Integrin act MD
Cc1ccc(Nc2n[nH]c(=S)s2)cc1	12.2%
Cc1ccc(C(=O)N[C@H](C(=O)N2CCN(c3ncccn3)CC2)C(C)C)cc1	-12.4%
Cc1noc(C)c1CSCC(=O)OCC(=O)Nc1ccc(OC(F)(F)F)cc1	8.4%
CCN(CC(=O)Nc1c(F)cccc1F)C(=O)C1CCCO1 (centres undefined)	-2.2%
CCOC1(OCC)OC(c2ccccc2)=C(C#N)C(C=Cc2ccccc2)C1(OCC)OCC (centres undefined)	1.5%
Nc1ncncc1-c1ccc(F)cc1	0.1%
COc1ccccc1NC(=O)N(C)C[C@H]1Oc2ncc(C#CCN(C)C)cc2C(=O)N([C@H](C)CO)C[C@H]1C	-4.2%
COc1ccc(CSc2ccc(S(=O)(=O)N3CCCC3)cn2)cc1F	-5.0%
CCc1csc(CNC(=O)C2CCC(=O)N(Cc3cccc(OC)c3)C2)n1 (centres undefined)	-9.3%

# Some of the compounds tested; the hit share may differ from the screen's.
